Bioassay records deposited in PubChem by National Center for Advancing Translational Sciences (NCATS).
KB-V1 MDR tox: qHTS assay for MDR1-selective chemotherapeutics: Primary screen using the drug-selected MDR subline cells KB-V1. KB-V1 MDR cells viability, CellTiter-Glo, 72 h. Potency, µM (series often up to 46.1 µM), for inactives: at the highest dose activity change, negative = cytotoxicity, actives largely listed as cytotoxic. hit rate 3.4% among 400,000; note: % is set by controls: 0 for no effect and ±100 for the full control effect; nearly all actives have a fitted effect of over 60% in size
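Readout: CellTiter-Glo luminescence, 10 min after addition. Cells: KB-V1 MDR subline, 72 h at 37 degrees C with compound. Analysis: corrected, normalized data fitted to concentration-effect curves.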
KB-3-1 cytotox: qHTS assay for MDR1-selective chemotherapeutics: Primary screen using the parental adenocarcinoma cell KB-3-1. KB-3-1 viability, CellTiter-Glo ATP luminescence, 72 h. Potency, µM (doses to about 46.1 µM), without a hit: at the top dose activity change, negative = cytotoxic, usual class: cytotoxic. hit rate 1.4% among 400,000. AID 1347075, 2019; note: % is set by controls: 0 for no effect and ±100 for the full control effect; nearly all actives have a fitted effect of over 60% in size
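Viability of parental KB-3-1 cells, measured by CellTiter-Glo luminescence, followed a 72 h incubation at 37 °C with pinned compounds in phenol-red-free DMEM containing 10% FBS.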
GLP-1R inv ag: qHTS of GLP-1 Receptor Inverse Agonists (Inhibition Mode). Glucagon-like peptide 1 receptor (Homo sapiens), P43220. Potency, µM (doses to about 38.3 µM), without a hit: top-dose activity change, negative = inhibition, most hits filed as inhibitors. hit rate 1.6% among 410,000. HEK293 GLP-1R CRE-luciferase, luminescence, 24 h; GLP-1R form is constitutively active; note: % is set by controls: 0 for no effect and ±100 for the full control effect; nearly all actives have a fitted effect of over 55% in size
Target sequence (P43220 whole entry, looked up): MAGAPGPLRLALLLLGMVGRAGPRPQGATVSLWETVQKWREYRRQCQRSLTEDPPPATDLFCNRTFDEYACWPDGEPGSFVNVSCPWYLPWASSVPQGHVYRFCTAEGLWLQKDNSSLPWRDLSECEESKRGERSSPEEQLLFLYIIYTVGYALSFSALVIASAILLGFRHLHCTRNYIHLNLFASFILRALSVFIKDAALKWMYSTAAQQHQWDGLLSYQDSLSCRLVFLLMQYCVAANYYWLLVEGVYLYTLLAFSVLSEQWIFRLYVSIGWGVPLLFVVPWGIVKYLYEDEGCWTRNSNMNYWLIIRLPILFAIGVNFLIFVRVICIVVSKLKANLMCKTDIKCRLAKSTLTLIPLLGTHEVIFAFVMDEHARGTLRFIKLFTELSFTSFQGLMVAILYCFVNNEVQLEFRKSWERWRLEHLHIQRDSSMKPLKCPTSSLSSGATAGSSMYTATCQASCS
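GLP-1R inverse agonism mode: basal reporter luminescence in engineered HEK293 cells measured after one day of compound exposure at 37 deg C, with a 12 min room-temperature detection step.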
HT1080 IDH1KD tx: qHTS for induction of synthetic lethality in tumor cells producing 2HG: qHTS for the HT-1080-IDH1KD cell line; hit rate 2% among 360,000; Potency, µM (doses to about 46.1 µM), without a hit: at the highest dose activity, negative = toxicity, usual class: cytotoxic; AID 686971, 2013; HT-1080 IDH1 knockdown viability, ATP luminescence, 48 h;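 note: 0% = DMSO wells and -100% = cell-free medium wells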
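CellTiter-Glo luminescence after 48 h compound exposure at 37 degrees C of IDH1-knockdown HT-1080 cells in 5% FBS RPMI. %Activity scaled between DMSO wells and cell-free media wells, with curves fitted and assigned curve classes.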
TDP-43 yeast inh: qHTS of TDP-43 Inhibitors. TDP-43 expressing yeast growth rescue, BacTiter-Glo, 24 h. hit rate 1.8% among 410,000. Potency, µM (top dose mostly 46.1 µM), for inactives: top-dose growth rescue (activation), hits mostly activators; note: % of control where 0% means no effect; nearly all actives have a fitted effect of over 50% in size
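Yeast expressing TDP-43 (pregrown in raffinose, seeded at OD600=0.02 in galactose medium) exposed to compounds 24 hr at 30 deg C. Growth read by BacTiter-Glo luminescence; rescue of toxicity appears as increased signal.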
GLP1R ag: qHTS of GLP-1 Receptor Agonists | AID 624172, 2012 | Potency, µM (doses to about 45.6 µM), inactives show at the highest dose activation, actives largely listed as activators | HEK293 GLP-1R CRE-luciferase, luminescence, 4-6 h; cells express a hypersensitive GLP-1R form | hit rate 0.007% among 380,000; note: % of control where 0% means no effect
HT1080NT lethal: qHTS for induction of synthetic lethality in tumor cells producing 2HG: qHTS for the HT-1080-NT fibrosarcoma cell line. AID 686970, 2013. HT-1080-NT fibrosarcoma viability, CellTiter-Glo ATP luminescence, 48 h. Potency, µM (series often up to 46.1 µM), without a hit: top-dose activity, negative = less viability, usual class: cytotoxic. hit rate 1.6% among 360,000;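 note: NT is the 2HG producing partner of a matched IDH1 knockdown line; 0% = DMSO-treated cells and -100% = media-only wells without cells; nearly all actives have a fitted effect of over 55% in size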
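Read-out is CellTiter-Glo luminescence after 10 minutes at room temperature, following 48 hours' compound treatment of HT-1080-NT cells (750 cells/well, RPMI, 5% FBS, 37 degrees C).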
GLP1R cytotox: qHTS of GLP-1 Receptor Inverse Agonists: Cytotox Screen | HEK293 cAMP-luciferase reporter cells, luminescence, 24 h | Potency, µM (top dose mostly 38.3 µM), for inactives: at the top dose activity change, negative = inhibition, actives largely listed as inhibitors | hit rate 0.13% among 410,000;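 note: loss of luciferase light is scored as toxicity; % is set by controls: 0 for no effect and ±100 for the full control effect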
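Cells in DMEM/10% Nu serum/1% pen-strep, 1536-well format. Pre-incubated 12 h, dosed with 23 nL compound, incubated a further 24 h. Luciferase detection, 12 min at room temp, luminescence.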
SW480 rerep: A quantitative high throughput screen for small molecules that induce DNA re-replication in SW480 colon adenocarcinoma cells; SW480 DNA re-replication, Hoechst DNA content imaging, 48 h; hit rate 1.8% among 340,000; Potency, µM (highest dose often 46.1 µM), for inactives: at the highest dose re-replication activation, most hits filed as activators; note: % of control where 0% means no effect; nearly all actives have a fitted effect of over 55% in size
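SW480 cells exposed to compounds for 48 hr at 37 C, 5% CO2, then Hoechst-stained 40 min. Nuclear DNA content imaged by fluorescence scanning (405 nm excitation, 500-530 nm emission); re-replication scored as increased high-intensity nuclei.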
The depositor's hits bear a star; [ ] = another dose, or the depositor's remark. Calls come from the whole dose curve; as a rule, active = well fitted curve in the direction sought with a large enough effect; inconclusive = small, poorly fitted or top-dose-only effect, or another doubt; inactive = no such curve, though single readings can be large; an effect the other way counts as inactive or inconclusive. Potency is the fitted concentration of half-maximal effect.

Screening CC(C)c1ccc(NC(=O)CN(C)S(=O)(=O)c2ccc3c(c2)c(=O)n(C)c(=O)n3C)cc1 returned KB-V1 MDR tox -3%, KB-3-1 cytotox -11%, GLP-1R inv ag -4%, TDP-43 yeast inh 13%, GLP1R ag -1% and GLP1R cytotox -3%.
`COc1ccc(OC)c2[nH]c(=O)c(CCNC(=O)CC(C)C)cc12` gave KB-V1 MDR tox -30%, KB-3-1 cytotox 19%, GLP-1R inv ag 12%, HT1080 IDH1KD tx 29%, TDP-43 yeast inh 14%, GLP1R ag -7%, HT1080NT lethal 17%, GLP1R cytotox 0% and SW480 rerep -1%.
COc1ccc(S(=O)(=O)NC(=O)C2(C)CCN2C(=O)Cc2cc(C)cc(C)c2)cc1OC (stereo not drawn) was read as KB-V1 MDR tox 5%, KB-3-1 cytotox 0%, GLP-1R inv ag 7%, HT1080 IDH1KD tx 16%, TDP-43 yeast inh inconclusive, GLP1R ag -7%, HT1080NT lethal inconclusive and GLP1R cytotox 2%.
`Cc1cc(C)c2nc(N(CCCN(C)C)C(=O)c3ccc(S(=O)(=O)N4CCCCCC4)cc3)sc2c1` gave KB-V1 MDR tox inconclusive, KB-3-1 cytotox inconclusive, GLP-1R inv ag 13µM*, HT1080 IDH1KD tx 16µM*, TDP-43 yeast inh -13%, GLP1R ag -6%, HT1080NT lethal 16µM*, GLP1R cytotox inconclusive and SW480 rerep inconclusive.
CCCN(CCC)S(=O)(=O)c1ccc(C(=O)OCCN2C(=O)c3cccc4c(N5CCOCC5)ccc(c34)C2=O)cc1 was read as KB-V1 MDR tox 15µM*, KB-3-1 cytotox -4%, GLP-1R inv ag 4%, HT1080 IDH1KD tx 20%, TDP-43 yeast inh 17%, GLP1R ag 1%, HT1080NT lethal 11%, GLP1R cytotox 5% and SW480 rerep -383%[inhibitor].
For C=CCSc1nc2ccccc2c2nc(-c3ccccc3)nn12 the results were KB-V1 MDR tox inconclusive, KB-3-1 cytotox -18%, GLP-1R inv ag 20%, HT1080 IDH1KD tx -8%[9.24 µM], TDP-43 yeast inh -5%, GLP1R ag 11%, HT1080NT lethal -5%, GLP1R cytotox 15% and SW480 rerep inconclusive.
Screening COc1ccc(-c2csc(NC(=O)c3c(C)noc3C)n2)cc1 returned KB-V1 MDR tox -27%, KB-3-1 cytotox -27%, GLP-1R inv ag inconclusive, HT1080 IDH1KD tx 1%, TDP-43 yeast inh inconclusive, GLP1R ag -5%, HT1080NT lethal 3%, GLP1R cytotox 2% and SW480 rerep -1%.
COc1cc2c(cc1OC)-c1cc(NC3CCCCC3)nc(=O)n1CC2 was read as KB-V1 MDR tox 41%, KB-3-1 cytotox 13%, GLP-1R inv ag 157%[activator], HT1080 IDH1KD tx 2%, TDP-43 yeast inh 3%, GLP1R ag inconclusive, HT1080NT lethal 2%, GLP1R cytotox -1% and SW480 rerep -10%.
`O=C(NCCc1cccc(F)c1)C1CCN(S(=O)(=O)c2ccc(F)cc2)CC1` gave KB-V1 MDR tox -5%, KB-3-1 cytotox 9%, GLP-1R inv ag -14%, HT1080 IDH1KD tx 15%, TDP-43 yeast inh 4%, GLP1R ag 10%, HT1080NT lethal -2%, GLP1R cytotox 1% and SW480 rerep -2%.
`CC(=O)Nc1ccc(NC(=O)C(C)NC(C)c2cccc3ccccc23)cc1` (stereo not drawn) gave KB-V1 MDR tox -11%, KB-3-1 cytotox -5%, GLP-1R inv ag -2%, HT1080 IDH1KD tx -14%, TDP-43 yeast inh 9%, GLP1R ag 11%, HT1080NT lethal -22%, GLP1R cytotox -9% and SW480 rerep 10%.

Next section; it opens with the 2 that closed the last part.
`O=C(NCCc1cccc(F)c1)C1CCN(S(=O)(=O)c2ccc(F)cc2)CC1` gave KB-V1 MDR tox -5%, KB-3-1 cytotox 9%, GLP-1R inv ag -14%, HT1080 IDH1KD tx 15%, TDP-43 yeast inh 4%, GLP1R ag 10%, HT1080NT lethal -2%, GLP1R cytotox 1% and SW480 rerep -2%.
`CC(=O)Nc1ccc(NC(=O)C(C)NC(C)c2cccc3ccccc23)cc1` (stereo not drawn) gave KB-V1 MDR tox -11%, KB-3-1 cytotox -5%, GLP-1R inv ag -2%, HT1080 IDH1KD tx -14%, TDP-43 yeast inh 9%, GLP1R ag 11%, HT1080NT lethal -22%, GLP1R cytotox -9% and SW480 rerep 10%.
Screening COc1ccc(CNC(=O)c2c(O)c3ccccc3n(C)c2=O)cc1OC returned KB-V1 MDR tox inconclusive, KB-3-1 cytotox 0%, GLP-1R inv ag 14%, HT1080 IDH1KD tx 11%, TDP-43 yeast inh 3%, GLP1R ag 5%, HT1080NT lethal inconclusive, GLP1R cytotox 0% and SW480 rerep 8%[9.22 µM].
For CC(C)Nc1ncnc2c1ncn2[C@H]1CN(Cc2ccc(-c3ccccc3)cc2)C[C@@H](CO)O1 the results were KB-V1 MDR tox 0%, KB-3-1 cytotox inconclusive, GLP-1R inv ag inconclusive, HT1080 IDH1KD tx inconclusive, TDP-43 yeast inh 23%, GLP1R ag -3%, HT1080NT lethal inconclusive and GLP1R cytotox -5%.
Screening COC(=O)c1c(C(=O)OC)c(-c2cccc(C)c2)n2c1CS(=O)C2 (stereo not drawn) returned KB-V1 MDR tox -4%, KB-3-1 cytotox -2%, GLP-1R inv ag -2%[7.66 µM], HT1080 IDH1KD tx -25%, TDP-43 yeast inh 3%[9.22 µM], GLP1R ag 6%, HT1080NT lethal -16%, GLP1R cytotox -12%[7.66 µM] and SW480 rerep -6%.
Screening COc1ccc(N/N=C/c2c(C(=O)O)ccc3ccccc23)cc1 returned KB-V1 MDR tox inconclusive, KB-3-1 cytotox inconclusive, GLP-1R inv ag inconclusive, HT1080 IDH1KD tx inconclusive, TDP-43 yeast inh 10%, GLP1R ag -4%, HT1080NT lethal inconclusive, GLP1R cytotox 17% and SW480 rerep inconclusive.
`O=C(COc1ncnc2ccc(Br)cc12)NCc1ccco1` gave KB-V1 MDR tox -3%, KB-3-1 cytotox -7%, GLP-1R inv ag -29%, HT1080 IDH1KD tx inconclusive, TDP-43 yeast inh -4%, GLP1R ag -3%, HT1080NT lethal inconclusive, GLP1R cytotox -14% and SW480 rerep inconclusive.
Screening COc1cc(/C=N/NC(=O)c2cccnc2)ccc1OS(=O)(=O)c1cc(C)ccc1C returned KB-V1 MDR tox 2%, KB-3-1 cytotox 7%, GLP-1R inv ag inconclusive, HT1080 IDH1KD tx -23%, TDP-43 yeast inh 10%, GLP1R ag 5%, HT1080NT lethal -27%, GLP1R cytotox -10% and SW480 rerep inconclusive.
`CCN(CC)CC(=O)N1N=C(c2cccs2)CC1c1ccco1` (stereo not drawn) gave KB-V1 MDR tox 7%, KB-3-1 cytotox -3%, GLP-1R inv ag -8%, HT1080 IDH1KD tx 5%, TDP-43 yeast inh 4%, GLP1R ag 0%, HT1080NT lethal 8%, GLP1R cytotox 16% and SW480 rerep -4%.
For COc1ccc(C2c3c(oc4cc(C)cc(C)c4c3=O)C(=O)N2Cc2ccco2)cc1OC (stereo not drawn) the results were KB-V1 MDR tox inconclusive, KB-3-1 cytotox 4%, GLP-1R inv ag 8%, TDP-43 yeast inh 14% and GLP1R cytotox -2%.
For O=C1C=C(c2ccccc2)OC(c2ccccc2)O1 (stereo not drawn) the results were KB-V1 MDR tox inconclusive, KB-3-1 cytotox 14%, GLP-1R inv ag 6%, HT1080 IDH1KD tx 21%, TDP-43 yeast inh 13µM*, GLP1R ag 5%, HT1080NT lethal 10%, GLP1R cytotox 13% and SW480 rerep -5%.
Screening O=C1CCCc2oc3c(cc(NS(=O)(=O)c4ccc5c6c(cccc46)C(=O)N5)c4ccccc43)c21 returned KB-V1 MDR tox 9%, KB-3-1 cytotox 19%, GLP-1R inv ag 117%[activator], HT1080 IDH1KD tx inconclusive, TDP-43 yeast inh -11%, GLP1R ag inconclusive, HT1080NT lethal inconclusive, GLP1R cytotox 6% and SW480 rerep inconclusive.
COc1ccc(CCN(Cc2cc3cc(C)c(C)cc3nc2Cl)C(=O)C2CC2)cc1 was read as KB-V1 MDR tox -3%, KB-3-1 cytotox 0%, GLP-1R inv ag 4%, HT1080 IDH1KD tx 8%, TDP-43 yeast inh -13%, GLP1R ag -6%, HT1080NT lethal 5%, GLP1R cytotox 3% and SW480 rerep inconclusive.
For CC1CCCN(S(=O)(=O)c2ccc(NC(=O)c3nc(SC(C)C)ncc3Cl)cc2)C1 (stereo not drawn) the results were KB-V1 MDR tox -13%, KB-3-1 cytotox -26%, GLP-1R inv ag 10%, TDP-43 yeast inh 7% and GLP1R cytotox 3%.
`CCOC(=O)c1cncc(C#CCOC(=O)Nc2ccc(OC(F)(F)F)cc2)c1` gave KB-V1 MDR tox -3%, KB-3-1 cytotox -3%, GLP-1R inv ag -9%, HT1080 IDH1KD tx 0%, TDP-43 yeast inh 18%, GLP1R ag 4%, HT1080NT lethal 1%, GLP1R cytotox -8% and SW480 rerep -4%.
Cc1ccc(NC(=S)NNc2ccc([N+](=O)[O-])cc2S(=O)(=O)Nc2ccccc2C(=O)O)cc1C was read as KB-V1 MDR tox -9%, KB-3-1 cytotox 1%, GLP-1R inv ag 1%, HT1080 IDH1KD tx -4%, TDP-43 yeast inh 0%, GLP1R ag -28%, HT1080NT lethal -5%, GLP1R cytotox -23% and SW480 rerep -3%.
